# TAAR1 antag: antagonists of human TAAR1. 360,000 tested, 1.5% active. CHO RD-HGA16 TAAR1, Fluo-8 calcium fluorescence, antagonist. inhibition, % at 3 µM. Q96RJ0;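 active = inhibition above a per-plate cutoff, the mean inhibition of test compounds on that plate plus 3 SD, cut at about 49% in these data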;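 also: 0% = DMSO plus EC80 beta-PEA response and 100% = DMSO alone without agonist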
# Target sequence (Q96RJ0 whole entry, looked up): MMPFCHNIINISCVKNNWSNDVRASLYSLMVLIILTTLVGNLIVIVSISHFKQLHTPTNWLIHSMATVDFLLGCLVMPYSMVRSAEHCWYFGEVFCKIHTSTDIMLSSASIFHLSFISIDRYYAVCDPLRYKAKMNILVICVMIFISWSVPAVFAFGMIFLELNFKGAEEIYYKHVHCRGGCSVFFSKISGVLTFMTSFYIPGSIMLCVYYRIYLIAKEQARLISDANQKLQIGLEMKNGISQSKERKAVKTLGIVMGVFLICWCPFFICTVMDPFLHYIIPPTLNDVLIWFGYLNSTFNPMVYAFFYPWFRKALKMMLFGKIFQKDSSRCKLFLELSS
#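 System: RD-HGA16 CHO cells with stable hTAAR1 and Gα16 | Probe or stimulus: EC80 β-phenethylamine stimulus | Dosing: 3 µM, single point | Times: Dye loading 75 min at 37 °C, then 30 min room temperature | Measured by: Fluo-8 calcium-sensitive fluorescence | Read-out basis: % inhibition of agonist calcium response | Replicates: n of 1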
# M1 PAM parental: nonselective activator or artifact in parental CHO-K1 calcium assay. ATP EC20, Fluo-8 calcium fluorescence; 0% at ATP EC20, 100% at ATP max. activation, % at 3 µM. 360,000 tested, 0.02% active. AID 602247;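 active = activation above the run cutoff, the mean activation of all test compounds plus 3 SD, cut at about 40% in these data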;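 also: peak over basal fluorescence ratio in a 140 s read after ATP addition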
# CHO parental Ca: signal in parental CHO cells, OX1R antagonist counter-screen. inhibition, % at 5.6 µM. 330,000 tested, 0.63% active. AID 463079. parental CHO-K1, ATP-induced calcium, Fluo-8 fluorescence;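 active = inhibition above that plate's mean sample inhibition plus 3 SD, cut at about 26% in these data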;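 also: 0% = ATP-challenged DMSO wells and 100% = DMSO wells without ATP; some compounds past the cut are filed as inactive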
#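 Test system: parental CHO cells; detection: calcium-sensitive Fluo-8 fluorescence; evaluation: percent inhibition of calcium signal; also added: ATP as calcium-mobilizing challenge; repeats: one well per compound; control set: ATP-challenged DMSO wells low, unchallenged DMSO wells high; compound: single nominal dose of 5.6 µM per compound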
# TAAR1 agonist: human TAAR1 agonism; Q96RJ0; CHO RD-HGA16 TAAR1, Fluo-8 calcium fluorescence; vehicle wells 0%, saturating PEA agonist 100%; activation, % at 3 µM; 360,000 tested, 0.99% active;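 active = activation above the mean activation of all test compounds in the run plus 3 SD, cut at about 38% in these data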
#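 Benchmarks: low control DMSO, high control PEA (EC100); System: CHO RD-HGA16 cells carrying human TAAR1 plus Gα16; Detection: Fluo-8 fluorescence, 5 s baseline then 140 s kinetic read; Schedule: 17-24 h plating, Fluo-8 75 min 37 °C, 30 min RT; Read-out basis: % activation from peak over basal fluorescence ratio, DMSO-to-PEA scaled.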
# OXTR potentiate: potentiates the human oxytocin receptor response; P30559; CHO-OTR cells, Fluo-8 calcium fluorescence, potentiator mode; 0% = oxytocin EC15, 100% = EC100; activation, % at 3 µM; 320,000 tested, 0.061% active; AID 2445;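 active = activation above that plate's cutoff, the mean activation of tested compounds plus 3 SD, cut at about 6.6% in these data, passing the limit was not always enough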;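 also: 100% uses oxytocin at 75 nM as the full agonist control; some results filed as inactive read as strong as hits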
# Target sequence (P30559 whole entry, looked up): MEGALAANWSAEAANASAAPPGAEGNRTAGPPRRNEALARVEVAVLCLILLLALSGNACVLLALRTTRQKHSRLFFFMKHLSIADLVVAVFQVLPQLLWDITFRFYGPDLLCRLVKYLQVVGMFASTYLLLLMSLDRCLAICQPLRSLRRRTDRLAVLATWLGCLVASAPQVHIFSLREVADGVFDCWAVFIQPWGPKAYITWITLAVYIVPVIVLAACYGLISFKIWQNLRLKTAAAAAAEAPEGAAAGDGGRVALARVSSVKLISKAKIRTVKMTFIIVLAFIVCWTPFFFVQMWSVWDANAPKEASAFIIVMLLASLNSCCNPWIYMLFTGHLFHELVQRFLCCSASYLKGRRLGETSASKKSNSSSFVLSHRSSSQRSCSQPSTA
#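 test system = CHO-OTR cells, human receptor | compound = single-point 3.0 µM | schedule = 6 min compound pre-incubation at room temperature, 100 s kinetic read | signal = Fluo-8 no-wash calcium dye fluorescence, excitation 470-495 nm, emission 515-575 nm | repeats = single well per compound, singlicate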
# CHRM1 agonist: activates human CHRM1 receptor. 360,000 tested, 0.33% active. P11229. CHO-K1 hM1, Fluo-8 calcium fluorescence, agonist mode; 0% DMSO, 100% acetylcholine EC100. activation, % at 3 µM. AID 588814;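 active = activation above the run's mean compound activation plus 3 SD, cut at about 16% in these data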;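 also: peak over basal fluorescence ratio within a 140 s kinetic read after compound addition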
# M1 antag: antagonists of human M1 muscarinic receptor; 360,000 tested, 1.3% active; P11229; inhibition, % at 3 µM; CHO-K1 hM1, Fluo-8 calcium fluorescence, ACh EC80 antagonist;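 active = percent inhibition above its own plate's cutoff, namely the mean of that plate's compound wells plus 3 SD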;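 also: peak over basal fluorescence ratio during 140 s after agonist addition; 0% = ACh EC80 plus DMSO and 100% = DMSO alone without agonist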
# M1 ag parental: counter-screen for M1 agonists: effect in parental CHO-K1 cells | Fluo-8 calcium fluorescence; scaled to maximal ATP response, vehicle zero | activation, % at 3 µM | 360,000 tested, 0.48% active; in the data active = activation above about 15%;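 also: untransfected CHO-K1 host cells lacking M1 receptor as counterscreen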
# CHO-K1 Ca antag: nonselective inhibitor or artifact in parental CHO-K1 cells; inhibition, % at 3 µM; 360,000 tested, 0.6% active; AID 602250; ATP-induced calcium, Fluo-8 fluorescence;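 active = inhibition above a per-plate cutoff, the plate's mean sample inhibition plus 3 SD, cut at about 24% in these data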;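 also: 0% = DMSO plus EC80 ATP and 100% = DMSO alone without ATP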
# Starred values were filed as active, the others as inactive; · = no result given; & = joins results of further samples. Rows are unselected; about 4.2% have a hit in one of these screens.
SMILES,TAAR1 antag,M1 PAM parental,CHO parental Ca,TAAR1 agonist,OXTR potentiate,CHRM1 agonist,M1 antag,M1 ag parental,CHO-K1 Ca antag
CC1(c2nnc(-c3cccc(Cl)c3)o2)CC(c2cccc([N+](=O)[O-])c2)=NO1 (stereo not drawn),-3,13,-19,0,-9,-6,-8,0.1,-20
COc1ccc(Cl)cc1C(=O)OCC(=O)NCCNC(=O)COC(=O)c1cc(Cl)ccc1OC,-19,0,2,5,-6,-3,-11,2.0,0
Cc1ccc(OCc2nc(-c3ccccn3)n[nH]2)cc1,8,17,-7,7,-11,-2,-8,0.9,-12
O=C(Cc1ccccc1)NS(=O)(=O)c1ccccc1,1,2,·,6,·,-3,-5,0.4,12
Cc1ccc(NC(=S)NC2CCCC2)cc1,5,19,-11,13,-11,-5,-4,-0.1,-8
CC1CCCN(CCCNC(=O)CN2C(=O)COc3ccc(S(=O)(=O)N4CCOCC4)cc32)C1 (stereo not drawn),-1,15,1,2,-11,-6,-12,0.5,-12
CC(c1ccon1)N(C)C(=O)c1ccc(OC2CCN(C(=O)C3CC3)CC2)cc1 (stereo not drawn),-1,3,-2,7,5,-3,-7,-0.1,3
NC(=S)NN=C1CCC(C2CCCCC2)CC1 (stereo not drawn),-6,25,·,5,·,-2,-19,1.3,-17
CC(=O)c1c(C)[nH]c(C(=O)OCC(=O)Nc2ncc(Cl)c(C)c2Cl)c1C,-11,1,-22,4,-3,-5,10,1.9,-6
CC(C)OC(=O)N(C)C[C@@H]1OCc2cnnn2CCCC(=O)N([C@H](C)CO)C[C@@H]1C,-9,21,·,0,·,-4,-7,1.2,-6
CCN(C(=O)c1ccnn1C)c1ccccc1,-10,26,-4,9,-3,-9,-20,1.2,-11
O=C(NCc1ccc2c(c1)OCO2)c1[nH]c(C(F)(F)F)nc1-c1ccccc1,-6,10,·,4,·,-1,-24,6.1,-11
O=C(CNS(=O)(=O)c1ccccc1)OCC(=O)c1ccc([N+](=O)[O-])cc1,-13,19,-3,0,-6,0,-19,2.2,-3
COc1ccc(CC(=O)NNC(=O)CSc2nnc(C)n2-c2ccccc2)cc1,-13,22,-8,1,3,-4,-4,0.8,-5
COc1ccc2c(c1)CCC/C2=N\Nc1nc(C(=O)NN)cs1,14,-7,-15,-1,-7,-7,12,0.8,8

# In the list so far, these contain an NH in an aromatic ring:
SMILES,TAAR1 antag,M1 PAM parental,CHO parental Ca,TAAR1 agonist,OXTR potentiate,CHRM1 agonist,M1 antag,M1 ag parental,CHO-K1 Ca antag
Cc1ccc(OCc2nc(-c3ccccn3)n[nH]2)cc1,8,17,-7,7,-11,-2,-8,0.9,-12
CC(=O)c1c(C)[nH]c(C(=O)OCC(=O)Nc2ncc(Cl)c(C)c2Cl)c1C,-11,1,-22,4,-3,-5,10,1.9,-6
O=C(NCc1ccc2c(c1)OCO2)c1[nH]c(C(F)(F)F)nc1-c1ccccc1,-6,10,·,4,·,-1,-24,6.1,-11

# New compounds follow
SMILES,TAAR1 antag,M1 PAM parental,CHO parental Ca,TAAR1 agonist,OXTR potentiate,CHRM1 agonist,M1 antag,M1 ag parental,CHO-K1 Ca antag
Cn1cc([C@@H]2C[C@H]3CN(C4CCCC4)C(=O)[C@]34CCCN24)c(-c2ccccc2)n1,8,14,-23,4,4,-10,-11,0.1,-10
Cc1cccc(NC(=O)CSCC(=O)N2CCN(C(=O)c3ccco3)CC2)c1,0,9,-4,6,-2,-4,-5,0.8,-14
O=C(NCCc1ccccc1)N1c2ccccc2Sc2ccccc21,15,15,25,2,-15,-7,-13,1.0,-14
CCCC(=O)Nc1ccc(NC(=O)c2ccco2)cn1,-10,15,-17,11,-7,-4,-3,0.4,-7
Cc1ccc2oc(=O)cc(CN3CCN(C/C=C/c4ccccc4)CC3)c2c1,-2,-18,-21,0,-9,-8,27,-0.2,18
O=C(NCc1ccccc1)C1CCC(=O)N(CCN2CCOCC2)C1 (stereo not drawn),-8,1,-6,2,3,-3,-13,0.9,-11
Cc1ccc(CNC(=O)c2ccc(N3CCC4(CC3)CC(c3ccccc3)=NO4)c(NC(=O)c3c(Cl)cccc3Cl)c2)cc1,6,-1,-7,13,-8,-2,-4,0.5,-7
O=C(CN1C(=O)c2cccc3cccc1c23)N1CCc2ccccc2C1,2,13,-12,13,-9,-4,-24,1.1,-10
CCOC(=O)C1CCN(C(=O)CCCn2nc(C)c3c(C)n(-c4ccc(C)cc4)nc3c2=O)CC1,-41,-2,-29,0,-9,-7,1,-0.9,-5
CSc1ccc(CN2CCC(C)(Oc3cccc(Cl)c3)C2)cc1 (stereo not drawn),-6,3,·,0,·,-7,-4,0.2,-1
COc1ccc2nc(NC(=O)CCNC(=O)c3ccco3)sc2c1,-2,-3,-16,4,-2,-4,-6,0.6,-6
COC(=O)C1=C[C@@H](C(=O)OC)C2C3=C(C(=O)C24CCCCC4)[C@H](C)n2c(=O)n(-c4ccccc4)c(=O)n2[C@@H]3C1 (stereo partly drawn),52*,16,-5,12,3,-5,8,1.6,-9
O=C(O)c1ccc(/C=N/N2CCN(Cc3ccc(Cl)cc3)CC2)cc1,0,13,-13,0,-14,-7,-10,0.6,-11
Cc1ccc(C)c(C(=O)COC(=O)Cn2c(C)csc2=O)c1,-27,-18,-17,-1,3,-1,-1,0.9,-6
COC(=O)c1sc(NC(=O)CSc2nc3cccnc3n2C2CCCCC2)nc1C,15,11,-18,0,2,-2,-10,-0.2,-5

# TAAR1 antag, entries above that show a hit.
structure	TAAR1 antag	TAAR1 agonist	OXTR potentiate	CHRM1 agonist	M1 antag
COC(=O)C1=C[C@@H](C(=O)OC)C2C3=C(C(=O)C24CCCCC4)[C@H](C)n2c(=O)n(-c4ccccc4)c(=O)n2[C@@H]3C1 (stereo partly drawn)	52*	12	3	-5	8

# Remaining list, next part
SMILES,TAAR1 antag,M1 PAM parental,CHO parental Ca,TAAR1 agonist,OXTR potentiate,CHRM1 agonist,M1 antag,M1 ag parental,CHO-K1 Ca antag
C=CCc1cc(C=Nc2ccc(N3CCOCC3)cc2)cc(OCC)c1O,0,16,·,-2,·,-6,-9,0.9,-3
Cc1cn(CC(C)C)c(=O)n(-c2ccccc2)c1=O,-21,8,·,7,·,-4,-9,-0.5,-9
CCOC(=O)c1ccc(N2C(=O)c3n[nH]c(C)c3C2c2ccccc2)cc1 (stereo not drawn),6,19,-16,16,3,-1,-5,0.7,-11
O=C(COC(=O)c1cccnc1Cl)Nc1nc(-c2ccccc2)cs1,68*,17,-1,17,-11,-5,6,9.0,-3
COc1ccc(Br)cc1/C=N/NC(=O)CNC(=O)/C=C/c1ccccc1,1,11,-10,3,-5,-1,-15,0.8,-8
O=C(NC(=S)NNC(=O)c1ccccc1O)c1cccnc1,-11,17,2,7,-1,-2,-12,0.9,-19
CCCCN(CCCC)CCn1cnc2c([nH]c3ccc(OC)cc32)c1=O,-6,0,-12,0,-2,-4,0,0.3,1
COc1ccc(NC(=O)c2ccco2)cc1NC(=O)c1ccco1,4,18,-4,8,1,-3,-6,0.3,-9
COc1ccc(NC(=O)C2CCC(CNc3c(N4CCC(C)CC4)c(=O)c3=O)CC2)cc1OC (stereo not drawn),-9&-32,5&-2,-2,2&1,-5,-1&-1,-11&-5,0.3&-0.1,-8&7
COc1ccc(CN(C)CC(=O)Nc2ccccc2-c2ccccc2)c(OC)c1,14,10,-27,0,-12,-6,6,-0.1,-16
CCOc1ccc(Nc2nc(Cc3nnc(SCC(N)=O)o3)cs2)cc1,4,7,-14,0,0,1,-20,0.1,-7
Cc1ccc(NC(=O)C2CC(=O)n3ncnc3N2)cc1C (stereo not drawn),-11,-3,-8,1,9,-3,3,0.2,0
COc1cccc(-c2cnc(OC(C)(C)C)nc2OC(C)(C)C)c1,22,19,-11,47*,-6,-3,-18,0.1,-17
COc1cc(CC(C#N)(CO)c2nc3ccccc3[nH]2)ccc1OC(F)F (stereo not drawn),16,-1,-17,3,-3,-3,5,3.3,-7
O=C(NC1CCCCC1)C(c1ccc(F)cc1)N(Cc1ccco1)C(=O)c1csnn1 (stereo not drawn),10,-8,-26,0,-7,-6,-3,0.9,-6
CSCCC(NC(=O)/C(=C\c1ccc(Cl)cc1)NC(=O)c1ccccc1)C(=O)O (stereo not drawn),9,17,-15,0,-7,-5,-1,2.2,-5
CCOC(=O)C1CCN(S(=O)(=O)c2ccc3c(c2)NC(=O)CS3)CC1,-27,13,1,2,-13,0,-14,4.4,-20
CC1(c2nnc(-c3ccncc3)o2)CC(c2ccc(F)cc2)=NO1 (stereo not drawn),1,18,-1,4,-4,2,-3,2.4,-18
COCCN(CCOC)C(=O)c1ccc(NS(=O)(=O)c2ccc3c(c2)OCCO3)cc1,-16,-18,-10,2,-5,-2,0,0.6,8
Cc1sc(NC(=O)CN(CCc2ccccc2)C(=O)C2CC2)c(C(N)=O)c1C,-24,4,-21,-1,5,-4,-14,0.0,-14
CCOC(=O)C1(CCOC)CCCCC1=O (stereo not drawn),4,15,·,2,·,0,-12,0.3,8
Cc1cc2c(cc1C)CSC(c1ccc(O)cc1)SC2,-28,8,-4,7,3,5,-12,-0.7,-6
CC(=O)N1CCCc2cc(S(=O)(=O)N(CC(C)C)CC(C)C)ccc21,-2,15,-20,5,-10,-5,-23,0.3,-12
Cc1cc(Nc2ccc([N+](=O)[O-])cc2)nc2ccccc12,5,28,-7,-2,-12,-6,0,0.1,-4

# Some of the entries so far, as labelled records:
SMILES: CCOC(=O)C1CCN(S(=O)(=O)c2ccc3c(c2)NC(=O)CS3)CC1
  TAAR1 antag: -27 | M1 PAM parental: 13 | CHO parental Ca: 1 | TAAR1 agonist: 2 | OXTR potentiate: -13 | CHRM1 agonist: 0 | M1 antag: -14 | M1 ag parental: 4.4 | CHO-K1 Ca antag: -20
SMILES: CC1(c2nnc(-c3ccncc3)o2)CC(c2ccc(F)cc2)=NO1 (stereo not drawn)
  TAAR1 antag: 1 | M1 PAM parental: 18 | CHO parental Ca: -1 | TAAR1 agonist: 4 | OXTR potentiate: -4 | CHRM1 agonist: 2 | M1 antag: -3 | M1 ag parental: 2.4 | CHO-K1 Ca antag: -18

# Screening results (PubChem BioAssay)
